Source: PubChem BioAssay (several laboratories)
PP1 inh = counter-screen for PP5 inhibitors: inhibitors of human PP1-alpha; actives 0.9% (n = 320,000); purified PP1alpha, OMFP fluorescence; AID 2235; P62136; inhibition, % at 6.7 µM;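 active = inhibition above the mean inhibition of all tested compounds plus 3 SD, computed separately for each screening campaign, cut at about 15% in these data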
Efflux pump inh = antifungal efflux pump inhibition, Nile Red retention; AID 485275; actives 0.44% (n = 330,000); S. cerevisiae Candida pump triplex; inhibition, % at 10 µM;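 active = plate passing quality check with inhibition over a set limit, or well fluorescence over plate mean plus 4 SD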;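 note: Nile Red retained in pooled yeast measured as flow cytometry median fluorescence; 0% = buffer negative control and 100% = Enniatin B positive control; higher means more Nile Red kept so more efflux inhibition; some compounds called inactive have numbers as strong as hits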
PREPL inh = human PREPL enzyme inhibition; recombinant PREPL, fluorescence polarization activity-based probe; Q4J6C6; actives 0.68% (n = 320,000); inhibition, % at 5.96 µM; AID 2751; in the data active = inhibition above about 43%;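 note: 0% = enzyme with DMSO and 100% = wells lacking enzyme; many of its hits are not listed in these tables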
Target sequence (Q4J6C6 whole entry, looked up): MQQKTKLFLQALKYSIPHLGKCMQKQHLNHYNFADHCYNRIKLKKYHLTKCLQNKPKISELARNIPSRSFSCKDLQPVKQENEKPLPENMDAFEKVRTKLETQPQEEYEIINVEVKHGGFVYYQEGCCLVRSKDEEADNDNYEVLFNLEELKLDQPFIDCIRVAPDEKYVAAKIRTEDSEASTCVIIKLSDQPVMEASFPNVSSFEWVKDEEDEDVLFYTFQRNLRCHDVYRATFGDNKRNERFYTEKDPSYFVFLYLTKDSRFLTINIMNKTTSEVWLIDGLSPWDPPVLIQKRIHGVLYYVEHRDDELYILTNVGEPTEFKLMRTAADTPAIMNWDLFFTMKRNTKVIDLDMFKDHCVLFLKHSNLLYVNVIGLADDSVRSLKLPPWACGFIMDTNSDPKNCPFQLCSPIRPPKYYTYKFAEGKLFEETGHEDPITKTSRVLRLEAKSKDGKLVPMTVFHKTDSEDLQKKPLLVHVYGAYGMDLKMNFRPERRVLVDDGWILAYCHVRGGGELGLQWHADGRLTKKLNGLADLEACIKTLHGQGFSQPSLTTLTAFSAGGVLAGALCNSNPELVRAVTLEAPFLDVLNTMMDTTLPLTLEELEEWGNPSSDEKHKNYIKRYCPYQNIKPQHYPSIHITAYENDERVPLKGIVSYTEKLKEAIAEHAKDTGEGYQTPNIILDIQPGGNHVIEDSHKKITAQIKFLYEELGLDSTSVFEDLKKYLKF
PP5 primary = inhibitors of human protein phosphatase 5 (PP5) | P53041 | purified PP5c, OMFP substrate fluorescence | inhibition, % at 6.7 µM | actives 0.18% (n = 320,000);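 active = inhibition above the campaign's mean inhibition across all tested compounds plus 3 SD, cut at about 9.5% in these data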;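 note: 0% = DMSO only and 100% = 100 µM cantharidin control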
JMJD2C inh = human JMJD2C demethylase inhibition | GST-JMJD2C(1-420) H3K9me3 demethylation, DELFIA europium | inhibition, % at 2.35 µM | Q9H3R0 | AID 2099 | actives 0.069% (n = 330,000);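 active = more than half of a compound's replicate wells show inhibition beyond 50%, single wells judged on their own value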;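 note: signal counts dimethyl H3K9 product captured on neutravidin plate; 0% = median of DMSO wells and 100% = 0.3 times that DMSO median; strong numbers were not always called active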
CTSL1 counter = blocks F. hepatica cathepsin L1 in PFM18AAP counter-screen; recombinant F. hepatica cathepsin L1, Z-Leu-Arg-MCA fluorescence; inhibition, % at 5.96 µM; actives 0.49% (n = 300,000); AID 1906;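 active = inhibition above the mean of all tested compounds plus 3 SD, set per screening campaign, cut at about 17% in these data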;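 note: 0% = plate median of test compound wells and 100% = 1 µM Z-Phe-Ala-diazomethylketone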
LYPLA2 inh = counter-screen for PME1 inhibitors: inhibitors of human LYPLA2; O95372; recombinant LYPLA2, FP-Rh probe fluorescence polarization; inhibition, % at 5.9 µM; actives 0.38% (n = 320,000); AID 2177;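 active = inhibition above the screen-wide mean plus 3 SD, limit set per campaign, cut at about 26% in these data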;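 note: 0% = LYPLA2 with DMSO and 100% = wells lacking LYPLA2 enzyme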
Target sequence (O95372 whole entry, looked up): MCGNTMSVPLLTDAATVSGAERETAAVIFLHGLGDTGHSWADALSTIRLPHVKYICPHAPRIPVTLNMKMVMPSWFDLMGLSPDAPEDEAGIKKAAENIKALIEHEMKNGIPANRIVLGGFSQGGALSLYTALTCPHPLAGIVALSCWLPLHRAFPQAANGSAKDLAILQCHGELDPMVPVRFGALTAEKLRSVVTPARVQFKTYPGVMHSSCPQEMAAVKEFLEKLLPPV
TPT1 inh = C. albicans TPT1 enzyme inhibition; recombinant caTPT1, FP RNA substrate dephosphorylation; inhibition, % at 5 µM; actives 0.81% (n = 300,000); AID 1962;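 active = inhibition above the mean of all tested compounds plus 3 SD, set per screening campaign, cut at about 24% in these data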;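 note: plate controls were DMSO alone for no effect and ferristatin control at 100 nM for full effect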
core dimer inh = HCV core protein dimerization inhibition; TR-FRET GST/Flag-core106 dimerization, 1536-well; inhibition, % at 5 µM; actives 0.33% (n = 300,000); AID 1899;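 active = inhibition above the mean of all tested compounds plus 3 SD, set per screening campaign, cut at about 45% in these data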
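Assay system: Tagged HCV core106 pair (GST and Flag) | Buffer or medium: KF-containing HEPES buffer, pH 7.45, DTT, CHAPS, BSA | Also added: Eu donor and XL665 acceptor anti-tag antibodies | Dosing: One concentration, 5 µM, in 0.5% DMSO | Timing: 4 h at 22.5 °C | Technique: TR-FRET 671 and 617 nm emission | Repeats: Singlicate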
Starred values were filed as active, the others as inactive; . = not tested or not shown. Some of the compounds tested. The share of hits here may be higher or lower than overall.

Each structure is followed by: PP1 inh, Efflux pump inh, PREPL inh, PP5 primary, JMJD2C inh, CTSL1 counter, LYPLA2 inh, TPT1 inh, core dimer inh
#1 COc1ccc(C(=O)Nc2ccc(S(=O)(=O)N3CCN(C)CC3)cc2)cc1[N+](=O)[O-]
  1, -0.1, -2, 1.5, -3, -2, 17, -2, 2
#2 COc1cccc2cc(C(=O)N3CCN(c4ccccc4F)CC3)c(=O)oc12
  -3, 0.3, -4, 3.3, -6, 1, 2, 3, -2
#3 Cc1cc(=O)oc2c(C)c(OCC(=O)NC3CCN(Cc4ccccc4)CC3)ccc12
  -3, 0.1, -2, 2.1, 0, 0, 7, 1, -4
#4 CCOC(=O)CC1CCCCN1Cc1cn(C)nc1-c1ccc2c(c1)OCCO2 (stereo not given)
  -2, -0.1, -2, 3.5, -9, -1, 10, -8, -3
#5 CN(C1=NS(=O)(=O)c2ccccc21)c1ccc(OC(=O)c2ccccc2)cc1
  1, 0.1, 13, -1.8, 5, 6, 2, 4, -2
#6 CCOC(=O)/C(C#N)=C/c1c(N2CCN(CC)CC2)nc2c(C)cccn2c1=O
  -3, 0.1, -3, 1.9, 18, 6, 3, -3, 11
#7 CC(C)N(C(=O)Cn1cc(S(=O)(=O)CC(=O)NC2CCCCC2)c2ccccc21)C(C)C
  -4, -0.2, 8, -0.3, 2, 0, -1, -3, 5
#8 O=C(NCCC(=O)N1CCN(Cc2c(F)cccc2Cl)CC1)c1ccc(Cl)cc1
  -2, 0.3, 11, 1.6, 6, ., 4, ., .
#9 COC(=O)C1C(c2ccccc2)C=CC(c2ccccc2)C1C(=O)O (stereo not given)
  0, 0.0, 1, -2.2, -1, -7, 1, 2, 1
#10 COc1ccc(CN(C(=O)c2cnccn2)C(C(=O)Nc2ccc(F)cc2)c2ccccc2)cc1 (stereo not given)
  2, 0.1, -8, 4.2, -8, 2, 8, -9, 11
#11 O=C(c1ccc(-c2cc(Cl)ccc2Cl)o1)N1CCOCC1
  -4, 0.0, -7, -2.4, 4, -3, 4, 2, 4
#12 CCc1ccccc1NC(=S)N(Cc1ccc(OC)cc1)CC1CCC(C(=O)O)CC1 (stereo not given)
  2, -0.1, 2, 0.2, -25, 1, 0, -3, 0
#13 CC(=O)CC(C)(C)NC(C)=S
  0, 0.1, 1, -0.2, 7, 1, 1, 0, 1
#14 Cn1nnnc1SCC(=O)N1CCCCC1
  -1, 0.1, 2, 2.2, -9, 0, 2, -2, -4
#15 CC1CCN(S(=O)(=O)c2ccc(C(=O)NCc3ccco3)cc2)CC1
  0, -0.1, 5, -1.0, 10, 1, 2, 1, -1
#16 c1ccc(-c2nnc(-c3ccccn3)nn2)nc1
  -1, -0.1, 12, -0.1, 13, 3, 7, -5, -8
#17 COc1ccc(NC(=O)CCc2nnc3ccc(N4CCC(C)CC4)nn23)cc1
  1, 0.1, 8, 2.2, -8, 3, 13, 0, -7
#18 O=C(COC(=O)c1cncc(Br)c1)NCc1ccc(Cl)cc1
  -1, 0.4, -6, 4.4, 3, -10, 27*, 6, 4
#19 COc1ccccc1N(CC1CO1)S(=O)(=O)c1ccccc1 (stereo not given)
  -4, -0.1, -6, 3.1, 20, -2, 5, 1, -2
#20 C#Cc1ccc([C@H]2C=C(C(=O)OCC=C)O[C@@H](OCC)[C@@H]2CCCO)cc1
  -3, 0.1, 6, 4.3, -2, 3, -3, -1, -6
#21 O=C(O)C[C@@H](CNC(=O)COc1ccc2ccc(=O)oc2c1)c1ccc(Cl)cc1
  -1, -0.2, 1, -1.2, 28, -1, 8, -6, 3
#22 Cc1ccc(C)n1-c1cccc(S(=O)(=O)N2CCOCC2)c1
  -2, 0.0, 5, 0.9, -5, -3, 1, 3, 2
#23 O=C(O)CCN1CCN(S(=O)(=O)c2ccc3ccccc3c2)CC1
  -4, 0.0, 1, -0.4, 6, -1, 1, -3, -1
#24 CCOc1ccc(S(=O)(=O)N2c3ccccc3CC2C)cc1 (stereo not given)
  0, 0.3, 11, 2.7, 24, 5, 5, 2, 3
#25 O=c1c(Cl)c(NCCO)cnn1-c1cccc(Cl)c1
  -2, -0.2, 11, 0.7, 6, -2, -1, 3, -1
#26 O=C(Cn1nc(-c2ccc3c(c2)OCCO3)ccc1=O)Nc1ccc(N2CCOCC2)cc1
  1, -4.9, 9, 0.2, -36, 0, -4, 1, -1
#27 CC(C)(C)c1cc(C(=O)NNc2cccc(Cl)c2)n(Cc2ccccc2)n1
  2, 0.1, 36, 2.8, -18, 2, -13, 3, 4
#28 COc1cc(OC)c(NC(=O)Cc2ccc(OC)c(S(=O)(=O)N3CCOCC3)c2)cc1Cl
  1, -2.4, 16, 2.9, 7, -3, 6, -1, -2
#29 CCCC(c1nnnn1Cc1cccs1)N1CCN(C)CC1 (stereo not given)
  -2, 0.0, 2, -0.1, 10, -2, 3, -2, -8
#30 CCOC(=O)c1cc2c(ccn2C)n1CC(=O)N(CC)CC
  -3, 0.1, -1, -3.1, 4, -1, 7, -2, 0
#31 CC1(C)CC(=O)C(C=Nc2ccc3cn[nH]c3c2)=C(O)C1
  -3, -0.1, -3, 0.8, -3, 3, 2, 0, -1
#32 N#Cc1ccccc1COc1cccc2c1CCCC2O (stereo not given)
  -4, -0.2, 7, -0.8, 7, -2, 5, -3, 7
#33 CCOC(=O)C1CCN(C(=O)C2CCN(c3nnc(-n4cccc4)s3)CC2)CC1
  7, 0.0, 6, -1.3, -4, -1, 4, 1, 7
#34 COc1ccc(S(=O)(=O)N2CCOCC2)cc1C(=O)N1CCCCCC1
  -2, 0.1, -3, 0.5, 5, -1, -3, -3, 3
#35 COc1ccc(NC(=O)Cc2nnc(SCC(=O)Nc3ccc(F)cc3)n2C)cc1
  4, 0.0, -6, -1.2, 14, -3, -1, -4, 2
#36 Nn1c(SCc2cccc3ccccc23)nnc1-c1ccco1
  2, 0.2, 14, 3.3, 7, -3, 11, 7, 5
#37 COc1cccc(COC(=O)c2cc(S(=O)(=O)N3CCCCC3)ccc2N2CCOCC2)c1OC
  -3, 0.0, 7, 0.2, -1, 1, 7, 2, -4
#38 CCOc1cc(S(=O)(=O)N2CCCC2)ccc1Cl
  0, -0.2, 10, -0.8, -5, 2, 1, -4, -3
#39 O=C(Cn1ncc2c([nH]c3ccccc32)c1=O)NCC1CCN(Cc2ccccc2F)CC1
  4, 0.0, -11, 2.2, 9, 4, -11, -2, -5
#40 CCC1(C)Cc2ccccc2-c2nc3n(c(=O)c21)CCCCC3 (stereo not given)
  1, -0.1, 7, 2.2, 1, -2, -4, 0, -1

Some of the entries so far, with one line to a screen:
(20) C#Cc1ccc([C@H]2C=C(C(=O)OCC=C)O[C@@H](OCC)[C@@H]2CCCO)cc1
(21) O=C(O)C[C@@H](CNC(=O)COc1ccc2ccc(=O)oc2c1)c1ccc(Cl)cc1
compound no.,20,21
PP1 inh,-3,-1
Efflux pump inh,0.1,-0.2
PREPL inh,6,1
PP5 primary,4.3,-1.2
JMJD2C inh,-2,28
CTSL1 counter,3,-1
LYPLA2 inh,-3,8
TPT1 inh,-1,-6
core dimer inh,-6,3

(next part)
Each structure is followed by: PP1 inh, Efflux pump inh, PREPL inh, PP5 primary, JMJD2C inh, CTSL1 counter, LYPLA2 inh, TPT1 inh, core dimer inh
#41 COc1ccc(NC(=O)c2cc([N+](=O)[O-])ccc2NC(=O)CNCc2ccccn2)c(OC)c1
  0, 0.0, 18, 0.8, -11, 3, -3, 1, 21
#42 COc1ccccc1NC(=O)C1=C(C)Nc2nc(-c3ccccc3)nn2C1c1ccccn1 (stereo not given)
  -2, -0.1, 21, 0.2, 4, 3, 0, -2, 3
#43 C=CCNC(=O)C(=O)NCCOc1ccccc1Cl
  -1, 0.2, 5, 2.7, 11, 4, 6, -1, -3
#44 CC(=O)Nc1ccc(NC(=O)CCN2C(=O)C3CC=CCC3C2=O)cc1 (stereo not given)
  0, 0.2, 3, 0.8, 3, ., -2, ., .
#45 CCO[C@H]1OC(C(=O)O)=C[C@@H](c2csc3ccccc23)[C@@H]1CCCO
  4, 0.2, 3, 1.9, -3, 0, 0, 1, 3
#46 C=CCc1c(C)[nH]c2c(OC)cccc2c1=S
  0, 0.1, 7, 2.7, -1, 0, -4, 2, 8
#47 O=C(Nc1ccc(F)cc1)Nc1cccnc1Cl
  -4, -0.1, -11, 2.1, 0, 0, 12, -1, -4
#48 COc1ccc(/C=C/C(=O)c2ccc(OC)cc2OC)c(OC)c1
  -8, 0.7, 3, 5.4, -1, -1, -3, -1, -2
#49 CN(C)CCCN(C(=O)COc1ccccc1)c1nc2ccc(F)cc2s1
  -3, -0.2, -5, 0.4, 2, -2, 3, 0, -4
#50 O=C(CN1CCN(C(=O)N2CCOCC2)CC1)Nc1ccc(Br)cc1
  -1, 17*, -4, -0.2, 10, -3, 5, -4, 0
#51 Cc1csc(SCC(=O)Nc2ccc(C)c(F)c2)n1
  -3, 0.1, -10, 1.6, ., ., -4, ., .
#52 O=C(NCCCN=C1NS(=O)(=O)c2ccccc21)c1ccc(Cl)cc1
  2, 0.0, -9, 2.9, -3, 1, -1, 2, 3
#53 CN1CCN(CC(C)(C)NS(=O)(=O)c2ccc(Cl)cc2)CC1
  -1, 0.0, -7, -1.4, -2, 1, 2, -2, 4
#54 NS(=O)(=O)c1cc(C(=O)OCC(=O)c2ccccc2)c(Cl)cc1Cl
  -1, 0.0, 1, 0.7, 15, 2, 5, 1, 5

Four entries already listed, arranged by the value under core dimer inh, highest first:
#	mol	Efflux pump inh	PREPL inh	PP5 primary	JMJD2C inh	TPT1 inh	core dimer inh
32	N#Cc1ccccc1COc1cccc2c1CCCC2O (stereo not given)	-0.2	7	-0.8	7	-3	7
40	CCC1(C)Cc2ccccc2-c2nc3n(c(=O)c21)CCCCC3 (stereo not given)	-0.1	7	2.2	1	0	-1
49	CN(C)CCCN(C(=O)COc1ccccc1)c1nc2ccc(F)cc2s1	-0.2	-5	0.4	2	0	-4
39	O=C(Cn1ncc2c([nH]c3ccccc32)c1=O)NCC1CCN(Cc2ccccc2F)CC1	0.0	-11	2.2	9	-2	-5
